Source: PubChem
IDE cell activ: activators of human insulin-degrading enzyme in cells. activation, % at 5.96 µM. P14735. 340,000 tested, 0.073% active. HEK cells, FAbeta-B cleavage, fluorescence polarization; 0% vehicle, 100% cell-free pure enzyme wells. AID 493087;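 active = activation above the mean of all tested compounds plus 3 SD, set per screening campaign, cut at about 17% in these data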
Target sequence (P14735 whole entry, looked up): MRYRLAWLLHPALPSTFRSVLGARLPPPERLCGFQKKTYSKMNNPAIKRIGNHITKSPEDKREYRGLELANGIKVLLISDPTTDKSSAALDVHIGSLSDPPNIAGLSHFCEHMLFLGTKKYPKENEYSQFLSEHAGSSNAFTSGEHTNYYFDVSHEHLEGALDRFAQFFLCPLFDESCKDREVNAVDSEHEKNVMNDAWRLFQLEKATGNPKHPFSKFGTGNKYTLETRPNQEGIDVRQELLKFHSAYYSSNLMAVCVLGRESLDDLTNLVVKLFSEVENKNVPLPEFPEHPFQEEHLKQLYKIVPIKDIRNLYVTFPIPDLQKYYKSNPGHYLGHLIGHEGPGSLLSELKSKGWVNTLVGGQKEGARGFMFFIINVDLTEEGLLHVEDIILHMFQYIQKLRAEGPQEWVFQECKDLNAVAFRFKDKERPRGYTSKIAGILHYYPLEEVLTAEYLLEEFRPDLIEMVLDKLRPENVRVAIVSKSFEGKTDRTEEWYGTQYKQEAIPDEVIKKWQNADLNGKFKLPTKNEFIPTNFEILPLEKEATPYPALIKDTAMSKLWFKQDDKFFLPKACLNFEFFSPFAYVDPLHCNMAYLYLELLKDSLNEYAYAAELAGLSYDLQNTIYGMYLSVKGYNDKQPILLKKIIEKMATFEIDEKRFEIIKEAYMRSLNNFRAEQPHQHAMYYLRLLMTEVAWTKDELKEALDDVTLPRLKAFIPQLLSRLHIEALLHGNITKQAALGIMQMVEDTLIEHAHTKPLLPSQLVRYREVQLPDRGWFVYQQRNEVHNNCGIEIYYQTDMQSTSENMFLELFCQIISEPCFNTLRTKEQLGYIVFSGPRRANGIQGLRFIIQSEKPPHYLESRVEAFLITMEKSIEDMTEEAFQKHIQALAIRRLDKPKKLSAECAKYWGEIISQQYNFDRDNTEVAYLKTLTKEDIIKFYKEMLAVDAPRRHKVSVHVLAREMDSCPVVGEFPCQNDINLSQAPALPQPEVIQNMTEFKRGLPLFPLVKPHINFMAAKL
IDE cell inh: cellular human IDE inhibition | P14735 | HEK cells, FAbetaB cleavage, fluorescence polarization | inhibition, % at 5.59 µM | 320,000 tested, 0.41% active | AID 434962;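 active = percent inhibition above the average of all tested compounds plus 3 SD, set per screening campaign, cut at about 16% in these data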;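 note: IDE supplied by intact live HEK cells; FP after avidin binding of uncleaved biotin substrate so inhibition keeps polarization high; 0% = DMSO wells and 100% = 60 µM reference IDE inhibitor Ii1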
pCIP destab: lowers stability of the mouse p/CIP coactivator protein; F442A p/CIP-EGFP cells, EGFP fluorescence, 16 h; Q05BA5; 290,000 tested, 0.01% active; decrease of EGFP signal, % at 10 µM; AID 1984;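 active = EGFP signal decrease of at least 30% at 10 µM or well 3 SD below plate mean, unless failing retest; inactive = the rest, including hits failing retest or dose response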; note: some compounds called inactive have numbers as strong as hits; many of its hits are not listed in these tables
VIM-2 inh: inhibitors of Pseudomonas aeruginosa VIM-2 metallo-beta-lactamase; purified VIM-2, nitrocefin hydrolysis, epi-absorbance fluorescence; inhibition, % at 5.6 µM; 290,000 tested, 0.89% active;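 active = inhibition above the mean of all tested compounds plus 3 SD, cutoff set per screening run, cut at about 7.5% in these data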;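 note: red hydrolysis product quenches plate fluorescence so inhibitors raise well fluorescence; 0% = enzyme with DMSO and 100% = DMSO without enzyme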
UBC9 SUMO inh: blocks human SUMOylation mediated by UBC9; P63279; AID 2006; 290,000 tested, 0.36% active; inhibition, % at 35 µM; HTRF SUMOylation assay, SAE1/SAE2 + UBC9, in vitro; in the data active = inhibition above about 50%, passing the limit was not always enough; note: strong numbers were not always called active
M18AAP inhibitor: blocks P. falciparum M18 aspartyl aminopeptidase | recombinant PfM18AAP, H-Glu-NHMec fluorogenic cleavage | inhibition, % at 7.35 µM | 290,000 tested, 1.2% active | AID 1822;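 active = inhibition above the campaign mean inhibition over all tested compounds plus 3 SD, cut at about 28% in these data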;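 note: 0% = plate median of test compound wells and 100% = 2 mM ZnCl2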
FID counter: fluorescent intercalator displacement, NS3 helicase counter-screen | DNA fluorescent intercalator displacement, fluorescence | inhibition, % at 7.9 µM | 290,000 tested, 0.17% active; in the data active = inhibition above about 37%;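 note: 0% = vehicle and 100% = reference compound; higher means more ethidium bromide displaced from hairpin DNA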
IMP-1 inhibitor: inhibitors of Pseudomonas aeruginosa IMP-1 metallo-beta-lactamase. purified IMP-1, nitrocefin hydrolysis, epi-absorbance fluorescence. inhibition, % at 5.6 µM. 290,000 tested, 0.45% active. AID 1556;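 active = inhibition above the mean plus 3 SD of all compounds in the same screening run, cut at about 4.5% in these data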;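 note: 0% = IMP-1 with DMSO and 100% = DMSO wells lacking enzyme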
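System: Purified IMP-1 | Read-out basis: Percent enzyme inhibition | Controls: IMP-1 with DMSO as 0%, enzyme-free DMSO as 100% | Replicates: One well per compound | Doses: 5.6 µM nominal single concentration | Detection: Epi-absorbance fluorescence, 480 nm excitation, 530 nm emission | Incubation: 25 °C, 15 min preincubation, 25 min reaction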
NS3 helicase inh: blocks Hepatitis C virus NS3 helicase unwinding; NS3 helicase DNA unwinding, Cy5 molecular beacon fluorescence; inhibition, % at 10.9 µM; 290,000 tested, 0.56% active;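 active = inhibition above the mean of all tested compounds plus 3 SD, set per campaign, cut at about 35% in these data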;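 note: 0% = DMSO wells and 100% = thioflavine S control wells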
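System: NS3 helicase fragment of HCV / Schedule: 1 h at 25 °C / Control set: DMSO alone as 0% and 110 µM thioflavine S as 100% / Reagent: Cy5/quencher beacon DNA duplex and ATP to start / Technique: Cy5 fluorescence / Replication: singlicate / Evaluation: % inhibition of end-to-start signal ratio versus controls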
* hit, by the source's call; · = not tested or not shown.

SMILES	IDE cell activ	IDE cell inh	pCIP destab	VIM-2 inh	UBC9 SUMO inh	M18AAP inhibitor	FID counter	IMP-1 inhibitor	NS3 helicase inh
O=C(/C=C/c1ccc(Br)cc1)NCc1cccs1	-1	-1	-17	-4.2	14	0	-7	-1.1	4
CN1CCN(C(=O)c2sc(=S)n(-c3ccccc3)c2N)CC1	-4	6	-6	-2.8	5	49*	4	-0.6	4
CCOC(=O)C1CCN(C(=S)Nc2ccccc2)CC1	8	-2	1	-5.7	8	4	4	-2.6	4
Cc1cc(O)ccc1NS(=O)(=O)c1ccc2c3c(cccc13)C(=O)N2	1	2	-10	-2.9	9	-26	4	-1.9	1
C=CCNC(=O)CN1CCC(NC(=O)c2ccco2)CC1	6	-1	0	-2.7	1	-10	-1	-0.9	10
COc1ccc(-n2cc(CNCCCn3ccnc3)c(-c3ccccc3Cl)n2)cc1	-1	-3	-5	0.0	-6	-3	33	-2.5	-90
CSc1nc2ccc(NC(=O)c3ccc(=O)n(C)n3)cc2s1	1	0	-12	-0.8	-4	-2	-16	-2.8	3
Cc1oc(C(C)(C)C)cc1C(N)=O	3	-2	6	0.7	6	4	1	1.8	3
COc1ccc(CS(=O)/C(Cl)=C(/Cl)C(=O)Nc2ccc(OC)nc2)cc1 (stereo unspecified)	·	·	·	-1.9	-3	-66	-28	-1.7	-3
COc1ccc2[nH]c(CN3CCC(CO)(CCOc4ccccc4)CC3)c(C)c2c1	-2	2	2	-3.4	-8	1	13	-1.5	-68
CCc1cc(C)cc(OCCNC(=O)c2cncc(Br)c2)c1	0	2	-20	-1.0	6	11	-17	-3.9	-2
Cc1csc(NC(=O)CCC(=O)c2cccs2)n1	-5	-1	-8	-2.6	4	7	-12	-0.3	8
NS(=O)(=O)c1cccc(NC(=O)c2cc(=O)c3ccccc3o2)c1	2	0	4	-0.7	-8	-1	0	0.3	4
CCCCc1c(O)nc(SCC(=O)Nc2cccc3ccccc23)n(-c2ccccc2OC)c1=O	5	-4	0	1.6	12	-6	-59	2.8	-14
COc1ccc(C2(CNS(=O)(=O)c3ccccc3)CCOCC2)cc1	2	2	2	-2.0	6	-13	-10	-2.5	-1
CCOc1ccc(C(=O)Cc2ccc3oc(C(=O)O)cc3c2)c(O)c1	5	0	-9	0.3	9	2	-24	-3.3	15
O=C(/C=C/c1ccco1)NCc1ccc(F)cc1	-1	3	6	-4.2	11	-9	-1	-1.5	13
O=C(O)C1Cc2[nH]cnc2C(c2ccc(F)cc2)N1 (stereo unspecified)	-2	-3	14	1.1	8	12	-9	-0.2	-3
CCC1CCCCN1CCCNC(=O)c1cn(CC)c2ccc(S(=O)(=O)N(C)C3CCCCC3)cc2c1=O (stereo unspecified)	3	-15	-20	1.6	10	8	35	-1.5	-64
CCOC(=O)N1CCc2c(sc3c2c(=O)n(Cc2ccccc2)c(=O)n3CC(=O)NCC2CCCO2)C1 (stereo unspecified)	3	6	-2	-2.0	-8	0	-49	-1.4	-11
CC(=O)NNc1nc2ccccc2s1	-5	4	25	1.6	6	51*	-4	-0.8	13
Cc1noc(NS(=O)(=O)c2ccc(NC(=O)CSc3ncccn3)cc2)c1C	1	-1	0	-1.4	-3	-1	-3	-1.4	-1
O=C(NCCN1CCN(C(=O)c2cc3ccccc3oc2=O)CC1)c1cc2ccccc2oc1=O	6	-1	-10	1.9	9	13	-7	0.3	1
CCCCc1ccc(NC(=S)NN2CCOCC2)cc1	2	7	-1	-2.5	0	-9	-8	-4.4	-21
CCCCc1c(C)nc2ccc(C(=O)OCC)cc2c1Cl	1	-2	3	-0.4	-23	-3	0	-1.8	-6
O=C1C(=Cc2cccn2-c2ccccc2)C(=O)c2ccccc21	2	4	-1	-2.3	9	-2	4	-1.6	0
Cc1ccc(S(=O)(=O)N2CCOCC2)cc1NC(=O)COc1ncnc2ccccc12	7	0	3	-4.2	0	3	-5	-2.5	-9
Cc1ccc(S(=O)(=O)n2nc(C)c(S(=O)(=O)N3CCCCC3)c2C)cc1	0	1	-2	-4.7	5	3	6	-2.2	5
COc1ccc2c(Cl)c(-c3nnc4n3CCCCC4)sc2c1	-13	11	8	-2.0	-24	3	-26	-3.2	-4
C=CCOc1ccc(/C=N/NC(=O)c2cc3c(OC)cc(OC)cc3[nH]2)cc1	-6	2	10	0.2	-2	-3	-19	-2.1	-28
O=[N+]([O-])c1cc(S(=O)(=O)N2CCCC2)ccc1O	6	-2	-8	1.7	9	-11	-3	-1.2	5
Cc1cc(C(=O)OCC(=O)Nc2cc(C)on2)c2ccccc2n1	3	-1	8	2.0	10	-1	-3	-1.7	1
OCCCNc1c2c(nc3cc(-c4ccc(Cl)cc4)nn13)CCC2	3	-8	-3	-0.1	-2	-8	1	-1.7	4
CC1CC(C)CN(c2ncnc3c2cnn3Cc2ccc(Cl)cc2)C1 (stereo unspecified)	1	1	-3	-1.9	-11	8	-2	-0.4	-2
Cc1cccc(NC(=O)c2cc(=O)[nH]c3ccccc23)c1	0	2	1	-1.6	4	0	-7	-2.7	-7
O=C(NCc1ccc2c(c1)OCO2)C1CC(=O)N(C2CCCCCC2)C1 (stereo unspecified)	0	1	-11	0.3	0	-6	-19	-1.2	-7
CCCC(=O)Nc1sc(C)c(C)c1C#N	-2	-1	1	-1.7	22	9	0	-2.3	-2
CCOC(=O)N1CCC(N2CCCC(CO)(Cc3cccc(Cl)c3)C2)CC1 (stereo unspecified)	-2	0	5	-1.9	18	4	4	-1.7	-3
CC1CC(C)CN(C(=O)CSc2nnc(-c3ccc(F)cc3)o2)C1 (stereo unspecified)	-1	2	7	-2.6	-3	2	-26	-5.4	-8
O=C(CNS(=O)(=O)c1c(Cl)cccc1Cl)OCC(=O)c1ccc[nH]1	3	3	1	-0.1	29	-1	-8	-0.4	-1
CCOC(=O)c1oc2ccc(S(=O)(=O)N3CCOCC3)cc2c1C	8	-10	-2	-0.8	-11	-13	5	0.7	3
O=C1C2C3C=CC(CC3)C2C(=O)N1c1ccccc1[N+](=O)[O-] (stereo unspecified)	-4	5	8	-2.1	-1	-3	-1	-3.5	8
CCC(=O)Nc1ccc(C(=O)OCC(=O)c2cccs2)cc1	4	-1	-16	-0.9	3	5	-11	-1.8	10
CC(=C/c1ccccc1)/C=N/NC(=O)c1ccc2nc[nH]c2c1	3	2	-20	-2.7	8	8	0	-3.8	-5
O=C(CN1CCOCC1)Nc1ccc(Cl)cn1	6	6	3	-3.3	-1	-1	-3	-4.4	0
Cc1ccc(-c2nn(-c3ccccc3)cc2C2CC(c3ccccc3)=NN2C(=O)CCC(=O)O)cc1 (stereo unspecified)	7	-2	-11	-1.6	14	-6	-20	-2.0	17
CCCOC(=O)c1c(NC(=O)C2CCCO2)sc(C(=O)OC)c1C (stereo unspecified)	0	0	-4	-2.7	-12	39*	-4	-0.4	-8
COc1cc(C(=O)NCc2cn3ccccc3n2)cc(OC)c1OC	-1	4	-10	-4.6	15	-1	-3	-2.4	4
CN(CCOc1ccc(Cl)cc1)Cc1cccc(S(=O)(=O)N(C)C)c1	6	1	-12	-2.2	-12	-4	-1	-2.6	-22
COc1ccc(/C=N/NC(=O)C(=O)NCc2cccnc2)cc1	-2	-2	2	-3.0	8	-7	-8	-2.9	-2

Next part:
SMILES	IDE cell activ	IDE cell inh	pCIP destab	VIM-2 inh	UBC9 SUMO inh	M18AAP inhibitor	FID counter	IMP-1 inhibitor	NS3 helicase inh
Cn1nnc(NC(=S)NC(=O)c2ccc(-c3ccc(Br)cc3)o2)n1	-9	0	-1	-2.9	6	3	18	-2.8	14
Nc1c(Br)cc2oc(-c3ccccc3)nc2c1Br	5	0	18	-1.1	-9	-8	0	-1.0	6
OC1(c2ccc(Cl)cc2)CCN(Cc2nc(-c3cnccn3)no2)CC1	0	0	-2	-1.4	20	-1	-4	-1.8	-9
COc1ccc(N(C(=O)CNC(=O)c2ccco2)C(C(=O)NCC2CCCO2)c2ccc(OC)c(OC)c2)cc1 (stereo unspecified)	1	0	-10	-3.2	9	-11	-38	-2.9	-13
Oc1ccc(C=Nc2ccccc2-c2nc3ccccc3[nH]2)c(O)c1	10	6	1	-1.4	-2	12	3	-2.8	10
COc1ccc(NC(=O)COC(=O)CNC(=O)C2CCCCC2)cc1	0	-4	-4	-1.8	-1	4	-1	-1.3	-8

Some of the entries so far, with bars between the fields:
canonical_smiles | IDE cell activ | IDE cell inh | pCIP destab | VIM-2 inh | UBC9 SUMO inh | M18AAP inhibitor | FID counter | IMP-1 inhibitor | NS3 helicase inh
CC1CC(C)CN(C(=O)CSc2nnc(-c3ccc(F)cc3)o2)C1 (stereo unspecified) | -1 | 2 | 7 | -2.6 | -3 | 2 | -26 | -5.4 | -8
O=C(CNS(=O)(=O)c1c(Cl)cccc1Cl)OCC(=O)c1ccc[nH]1 | 3 | 3 | 1 | -0.1 | 29 | -1 | -8 | -0.4 | -1
CCOC(=O)c1oc2ccc(S(=O)(=O)N3CCOCC3)cc2c1C | 8 | -10 | -2 | -0.8 | -11 | -13 | 5 | 0.7 | 3
O=C1C2C3C=CC(CC3)C2C(=O)N1c1ccccc1[N+](=O)[O-] (stereo unspecified) | -4 | 5 | 8 | -2.1 | -1 | -3 | -1 | -3.5 | 8
CCC(=O)Nc1ccc(C(=O)OCC(=O)c2cccs2)cc1 | 4 | -1 | -16 | -0.9 | 3 | 5 | -11 | -1.8 | 10
CC(=C/c1ccccc1)/C=N/NC(=O)c1ccc2nc[nH]c2c1 | 3 | 2 | -20 | -2.7 | 8 | 8 | 0 | -3.8 | -5
O=C(CN1CCOCC1)Nc1ccc(Cl)cn1 | 6 | 6 | 3 | -3.3 | -1 | -1 | -3 | -4.4 | 0
Cc1ccc(-c2nn(-c3ccccc3)cc2C2CC(c3ccccc3)=NN2C(=O)CCC(=O)O)cc1 (stereo unspecified) | 7 | -2 | -11 | -1.6 | 14 | -6 | -20 | -2.0 | 17
CCCOC(=O)c1c(NC(=O)C2CCCO2)sc(C(=O)OC)c1C (stereo unspecified) | 0 | 0 | -4 | -2.7 | -12 | 39* | -4 | -0.4 | -8
COc1cc(C(=O)NCc2cn3ccccc3n2)cc(OC)c1OC | -1 | 4 | -10 | -4.6 | 15 | -1 | -3 | -2.4 | 4
CN(CCOc1ccc(Cl)cc1)Cc1cccc(S(=O)(=O)N(C)C)c1 | 6 | 1 | -12 | -2.2 | -12 | -4 | -1 | -2.6 | -22
COc1ccc(/C=N/NC(=O)C(=O)NCc2cccnc2)cc1 | -2 | -2 | 2 | -3.0 | 8 | -7 | -8 | -2.9 | -2
Cn1nnc(NC(=S)NC(=O)c2ccc(-c3ccc(Br)cc3)o2)n1 | -9 | 0 | -1 | -2.9 | 6 | 3 | 18 | -2.8 | 14
Nc1c(Br)cc2oc(-c3ccccc3)nc2c1Br | 5 | 0 | 18 | -1.1 | -9 | -8 | 0 | -1.0 | 6
OC1(c2ccc(Cl)cc2)CCN(Cc2nc(-c3cnccn3)no2)CC1 | 0 | 0 | -2 | -1.4 | 20 | -1 | -4 | -1.8 | -9
